Screens from PubChem.
p53ts 32C tox = p53ts cell cytotoxicity, permissive temperature | H1299-p53A138V at 32C, ATP luminescence viability, 24 h | Potency, µM (doses to about 46.1 µM), inactives show at the top dose activity change, negative = cytotoxicity, hits mostly cytotoxic | 130,000 tested, 0.93% active | AID 924;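 further: 0% = DMSO and -100% = full killing by reference compound; nearly all actives have a fitted effect of over 55% in size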
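Viability by ATPlite luminescence after 24 h compound treatment (up to 46 uM) at the permissive 32C. Cells are H1299 carrying p53 A138V. Scale runs from DMSO basal to 100 uM tamoxifen as full kill; AC50 from Hill fits.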
Peg3 imprint = genomic imprint erasure induction; mouse ES Peg3-LacZ reporter, beta-gal luminescence, 40 h; Potency, µM (series often up to 60.7 µM), inactives show top-dose activity change, positive = activation, hits mostly activators; 110,000 tested, 0.02% active; AID 1948;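 further: 0% = negative control wells on the plate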
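Each well holds 300 Peg3LacZ-Neo (maternal) female ES cells incubated 40 h at 37C, 5% CO2. LacZ is measured by BetaGlo luminescence, with AC50 and maximum efficacy derived from dose-response curves.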
IkB signaling = inhibitors of IkB signaling in ABC-DLBCL cells; 110,000 tested, 0.04% active; Potency, µM (top dose mostly 57.1 µM), inactives show at the highest dose IkBa stabilization activation; ABC-DLBCL IkBa-CBG/CBR dual luciferase ratio, 4 h; response scale: scaled: untreated 0%, proteasome inhibitor 100%; active means well fitted curve in the direction sought with a large enough effect in the signal ratio, not every such curve was filed as active; inconclusive means small, poorly fitted or top-dose-only effect, or a change in a side signal; the % refers to the signal ratio;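 further: the direction sought is a rising ratio; 0% = basal untreated cells and 100% = reference inhibitor full response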
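Luminescence ratio of IκBα-fused green versus native red beetle luciferase in OCI-Ly3 cells, 4 h post-doxycycline with compound; red signal alone, scaled from basal (0%) to zero light (-100%), flagged nonspecific or cytotoxic effects.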
p53ts 39C kill = p53ts cell cytotoxicity, nonpermissive temperature; 130,000 tested, 1.5% active; Potency, µM (top dose mostly 46.1 µM), without a hit: at the highest dose activity change, negative = cell killing, usual class: cytotoxic; H1299-p53A138V viability at 39C, ATP luminescence, 24 h; further: nearly all actives have a fitted effect of over 55% in size
* marks the source's active call; other numbers are inactive results; ? = inconclusive; nt = no result given; [ ] = remark or other dose. Unless noted, the call rests on the fitted dose curve; in most records, active means well fitted curve in the direction sought with a large enough effect; inconclusive means small, poorly fitted or top-dose-only effect, or another doubt; inactive means no such curve, though single readings can be large; an effect the other way counts as inactive or inconclusive. Unless noted, on the % scale 0 is the no-effect control and ±100 the full control effect; potency means the concentration at half of the fitted maximal effect.

SMILES	p53ts 32C tox	Peg3 imprint	IkB signaling	p53ts 39C kill
Cc1cc(CC(=O)O)n(C)c1C(=O)c1ccc(Cl)cc1	6%	0%	5.4%	-4%
O=C(c1ccco1)N1CCN(S(=O)(=O)c2ccc(Oc3ccccc3)cc2)CC1	2%	-18%	3.8%	-3%
O=C(NCCN1CCN(C(=O)Nc2ccccc2)CC1)Nc1ccccc1	0%	-6%	-0.7%	3%
Cc1cccn2c(=O)c3cc(C(=O)NCc4cccnc4)c(=N)n(CCCO)c3nc12	-14%	-5%[10.9 µM]	?	15%
CC(C)NC(=O)C1CCCN(c2nnc(-n3cccc3)s2)C1 (configuration not stated)	-2%	24%	-3.7%	-4%
CCCCNC(=O)c1cnc2sc(N3CCCCC3)nn2c1=O	-8%	26%[10.9 µM]	-2.8%	7%
COc1ccc(Cn2ccc3nc(C)c(C(=O)N4CCN(c5cccc(OC)c5)CC4)cc3c2=O)cc1	2%	-10%[10.9 µM]	?	-4%
Nc1ccccc1NC(=O)c1ccccc1	-6%	-29%	?	-6%
COc1ccc(OC)c(NC(=O)c2cc3cccc(OC)c3oc2=O)c1	17%	4%[10.9 µM]	?	10%
C[C@@H]1C=CCC(=O)OC[C@H](C)C(=O)OC[C@H]2O[C@H]1C=C[C@H]2O	11%[9.22 µM]	nt	nt	15%[9.22 µM]
Cc1cc(NC(=O)COC(=O)C(Cc2ccccc2)NC(=O)c2ccco2)no1 (configuration not stated)	-6%	16%	4.1%	-9%
CCNC(=O)CC1C(=O)N(c2ccc(F)cc2)C(=O)N1Cc1ccccn1 (configuration not stated)	-1%	-5%	0.0%	-4%
CN1C(=O)CC(c2ccco2)Sc2ccccc21 (configuration not stated)	0%	nt	nt	-3%
CCOc1ccc(NC(=O)CC2C(=O)N(c3ccc(C)cc3)C(=O)N2C2CCCCC2)cc1 (configuration not stated)	-9%	-4%[10.9 µM]	-0.3%	5%
O=C(O)CCc1ccc(-c2ccccc2)o1	2%	-76%[inhibitor]	?	11%
NC(=O)C1CCCN(C(=O)c2ccc(Cl)cc2)C1 (configuration not stated)	10%	-12%	-1.3%	11%
Cc1nn(C)c(C)c1NS(=O)(=O)c1ccccc1	-11%	26%	1.4%	1%
Cc1c(N2C(=O)CSC23C(=O)Nc2ccccc23)c(=O)n(-c2ccccc2)n1C (configuration not stated)	6%	nt	nt	-4%
CO/N=C(\C)CCN1CCCCc2nc(C)c(C)cc21	12%[9.22 µM]	nt	nt	-1%[9.22 µM]
COc1ccc(N2CCN(C(=O)c3c(C)oc4ncnc(N5CCCCC5)c34)CC2)cc1	7%	19%[10.9 µM]	0.0%	-5%
COc1ccc(OC)c(C(c2nnnn2C(C)(C)C)N2CCc3ccccc3C2)c1 (configuration not stated)	9%	-14%	?	2%
CCN1CCN(CCCNC(=O)CS(=O)(=O)Cc2nc(-c3ccccc3C)oc2C)CC1	4%	15%[10.9 µM]	2.1%	3%
CCC(C)c1ccc(O)c(N)c1 (configuration not stated)	-2%	-10%	14%	-3%
CC(C)C(c1nnnn1Cc1ccccc1)N(CCCO)Cc1cc2cc3c(cc2[nH]c1=O)OCO3 (configuration not stated)	13%	-3%	1.1%	7%
COc1cccc(N2CC(NC(=O)COc3ccc4ccccc4c3)CC2=O)c1 (configuration not stated)	-2%	-12%[10.9 µM]	-4.7%	-2%
COc1ccc(OC)c(NC(=O)c2c(NCc3ccc(C)o3)sc3c2CCC(C)C3)c1 (configuration not stated)	?	-12%[10.9 µM]	0.5%	?
CCOC(=O)c1c(C)[nH]c(C(=O)COC(=O)c2cn(CC)c3nc(C)ccc3c2=O)c1C	-1%	?	-0.7%	0%
CN1C(=O)N(C)C2CC1N(C)C(=O)N2C	-4%	-2%	-0.2%	17%
Cc1ccc(OCCn2c(C)c(/C=N/n3cnnc3)c3ccccc32)cc1	14%	-10%	-2.0%	3%
CCOC(=O)c1c(-c2ccc(OC)cc2)nc2nonc2c1N	1%	3%	1.0%	12%
CCOC(=O)N1CCN(c2nc(C)cc(C(F)(F)F)n2)CC1	-2%	-2%	-1.6%	-7%
CCSc1nc2c(c(=O)[nH]1)C(C(C)C)C(C#N)=C(N)O2 (configuration not stated)	-6%	-1%	2.1%	0%
O=C(CSc1nnc(-c2cccnc2)n1Cc1ccco1)c1ccc(Cl)c(Cl)c1	0%	-27%	1.6%	-8%
COc1ccc(CCNC(=O)Cc2c(C)c3cc(OC)c(OC)cc3oc2=O)cc1	7%	-12%[10.9 µM]	-1.7%	-2%
C[C@H](NCCN(C)C)[C@@H]1CCC2C3CCc4cc(O)ccc4[C@H]3CCC21C (some centres not stated)	-3%[9.22 µM]	-31%[inhibitor][10.9 µM]	3.8%[11.4 µM]	7%[9.22 µM]
CCOc1ccc(CCNC(=O)C(CC)n2nc(C)n3c(cc4sccc43)c2=O)cc1OCC (configuration not stated)	2%	-25%	1.7%	-1%
COc1cc(CN2CCN(c3ccccc3F)CC2)cc(OC)c1O	1%	-22%	-0.5%	1%
COc1ccc(NC(=O)c2nc3nc(C)cc(C(F)F)n3n2)c(C)c1	-4%	9%[10.9 µM]	0.2%	16%
O=C(CCCCn1c(=O)c2ccccc2n(CC(=O)Nc2cccc(F)c2)c1=O)NCc1ccco1	-7%	-14%	3.7%	4%
CC(C)CN(CC(C)C)c1nc(N)c(C#N)c(CC#N)c1C#N	4%	-26%	0.6%	-9%
O=C(O)CC(CC(=O)O)C(=O)O	3%[9.22 µM]	-8%[10.9 µM]	-0.7%[11.4 µM]	-5%[9.22 µM]
COC(=O)C(/C=C/C(C)Cc1cc(Br)cc(OCc2ccccc2)c1OC)OCc1ccccc1 (configuration not stated)	5%[9.22 µM]	nt	nt	6%[9.22 µM]
CCOC(=O)c1c(NC(=O)c2cc3nc(-c4ccc(OC)cc4)cc(C(F)(F)F)n3n2)sc(C)c1C	3%	6%[10.9 µM]	0.7%	33%[activator]
Cc1ccc(S(=O)(=O)N(Cc2cc3cccc(C)c3[nH]c2=O)c2ccccc2)cc1	-8%	nt	nt	-2%
CC(=O)Nc1ccccc1NC(=O)C(F)(F)F	-4%	-3%	2.0%	-8%
CCOc1ccccc1NC(=O)CCNS(=O)(=O)c1ccc2c(c1)CCN2C(=O)C1CC1	1%	10%[10.9 µM]	-0.9%	-15%
COC(=O)c1c(-c2ccc(Cl)cc2)noc1N1CCN(c2ccc(F)cc2)CC1	1%	-27%[10.9 µM]	?	-8%
NC12CC3CC(C1)CC(O)(C3)C2	-6%	8%	-0.5%	-9%
Nc1nc2nc3c(nc2c(=O)[nH]1)CN(c1ccc(C(=O)O)cc1)C3=O	-7%[9.22 µM]	-1%[10.9 µM]	0.4%[11.4 µM]	-3%[9.22 µM]
CCCc1nc(SCC(=O)N2CCCC2)c2ccccc2n1	5%	9%	0.0%	1%

Next section.
SMILES	p53ts 32C tox	Peg3 imprint	IkB signaling	p53ts 39C kill
O=C(Nc1ccc2c(c1)oc1ccccc12)C1CC1	-2%	nt	7.8%	0%
CCOC(=O)c1[nH]c(C)c(CCC(=O)Nc2ccc(C)cc2Cl)c1C	-9%	13%[10.9 µM]	-2.3%	-22%
COc1ccc(C[C@@H]2C(=O)N[C@H](C)C(=O)N(C)[C@@H]3Cc4ccc(cc4)Oc4cc(ccc4O)C[C@H](C(=O)N[C@@H](C)C(=O)N[C@H](C)C(=O)N2C)N(C)C3=O)cc1	3%[9.22 µM]	-36%[inhibitor][10.9 µM]	?	-11%[9.22 µM]
CCn1c(=NC(=O)CSC(C)=O)sc2ccccc21	9%	-14%	2.4%	-1%
Cc1ccc(-n2nnnc2CNC(=O)C(C)C)cc1C	7%	8%[10.9 µM]	?	-1%
COc1ccc(CNc2nc3ccccc3n2CCN2CCCCC2)c(OC)c1	5%	-13%	-0.2%	9%
N#Cc1ccc(CN2CCCC3(CCN(C(=O)c4ccncc4)CC3)C2)cc1	-6%	nt	1.0%[11.4 µM]	-1%
COc1ccc(OC)c(NS(=O)(=O)c2cc3c(cc2Cl)N(C(C)=O)CCO3)c1	4%	-7%[10.9 µM]	?	-10%
COc1ccc(C(=O)c2cn(Cc3ccccc3OC)c3cc4c(cc3c2=O)OCO4)cc1	-7%	-1%[10.9 µM]	-0.3%	-23%
CC(C)c1nc(=S)n(-c2ccccc2)[nH]1	3%	-4%	-0.8%	-13%
COc1ccc(-c2nnn3c2nc(NCCc2ccc(OC)c(OC)c2)c2ccccc23)cc1	-3%	-15%[10.9 µM]	?	-18%
O=C(O)c1cc(C(=O)O)cc(N2C(=O)c3ccccc3C2=O)c1	0%[9.22 µM]	-6%[10.9 µM]	2.1%[11.4 µM]	8%[9.22 µM]
CCc1ccc2oc(-c3cc(N)cc(C)c3O)nc2c1	?	27%	?	?
COc1ccccc1C(=O)OCn1nnc2ccccc2c1=O	17%	-18%	-0.4%	17%
COc1ccc(-c2nc3c(c(SCC(=O)Nc4ccccc4F)n2)Cc2cc(C)ccc2O3)cc1	-5%	1%[10.9 µM]	1.7%	1%
CN1CCCN(C(=O)c2cc(=O)[nH]c3ccccc23)c2nc3ccccc3nc21	2%	-6%	-0.7%	5%
CN1CCN(C2=C(Cl)C(=O)N(c3ccc(Cl)c(Cl)c3)C2=O)CC1	-27%	-30%[inhibitor]	?	-9%
CC(=O)c1ccc(NC(=O)N2CCN(c3cccc(Cl)c3)CC2)cc1	9%	-21%	?	-8%
CNS(=O)(=O)c1cn(CC(=O)Nc2cccc(OC)c2)cc1S(=O)(=O)NC	16%	-9%[10.9 µM]	1.7%	6%
Cc1cc(C)c(C(=O)CN2C(=O)CCC2=O)cc1C	8%	-9%	0.2%	-5%

Random excerpt: 4 entries already listed, in no set order.
SMILES	p53ts 32C tox	Peg3 imprint	IkB signaling	p53ts 39C kill
O=C(c1ccco1)N1CCN(S(=O)(=O)c2ccc(Oc3ccccc3)cc2)CC1	2%	-18%	3.8%	-3%
CN1CCCN(C(=O)c2cc(=O)[nH]c3ccccc23)c2nc3ccccc3nc21	2%	-6%	-0.7%	5%
CC(C)C(c1nnnn1Cc1ccccc1)N(CCCO)Cc1cc2cc3c(cc2[nH]c1=O)OCO3 (configuration not stated)	13%	-3%	1.1%	7%
NC(=O)C1CCCN(C(=O)c2ccc(Cl)cc2)C1 (configuration not stated)	10%	-12%	-1.3%	11%

More results follow:
SMILES	p53ts 32C tox	Peg3 imprint	IkB signaling	p53ts 39C kill
CC1CCN(S(=O)(=O)c2ccc3c(ccc(=O)n3CC(=O)NCc3ccccc3)c2)CC1	-16%	15%[10.9 µM]	?	-39%
Cc1ccccc1Cn1c(=O)n(CCc2ccccc2)c(=O)c2c(C)c(C)sc21	13%	3%[10.9 µM]	-0.1%	1%
O=S(=O)(c1cccc(C(F)(F)F)c1)N1CCC(O)(c2cccnc2)CC1	-3%	-8%	-0.4%	-9%
CC(=O)N(CN1C(=O)c2ccccc2C1=O)c1cccc(C)c1	-7%	0%	0.4%	5%
CCC(C)NC(=O)CCC(=O)NNc1nc2ccccc2c2nc(C)nn12 (configuration not stated)	7%	-2%[10.9 µM]	1.3%	-15%
Cc1cc(Nc2ccccc2C(=O)O)nc2nc3ccccc3c(=O)n12	-7%	-3%	2.6%	-6%
CN(c1ccccc1C(N)=O)S(=O)(=O)c1ccccc1	4%	0%	-4.4%	9%
C=C1CSc2nc(=O)c3c(C)c(C)sc3n21	5%	4%	-0.4%	12%
C[C@@]12C(=O)OC(=O)[C@]1(C)[C@H]1CC[C@@H]2O1	105%[activator][20.6 µM]	-36%[inhibitor][16.8 µM]	?	24%[20.6 µM]
CN(C)c1ccc(/C=N\NC(=O)c2cnc3ccccc3c2)cc1	-7%[9.22 µM]	-8%[10.9 µM]	0.9%[11.4 µM]	1%[9.22 µM]
CC(C)OCCCNC(=O)Cn1ccc2cc(S(=O)(=O)N3CCCCCC3)ccc21	0%	2%[10.9 µM]	0.2%	-14%
O=C(NCc1cccc(F)c1)C1=Cc2cc(Br)ccc2OC1	11%	-15%[10.9 µM]	?	-12%
Cc1cc(C)cc(NC(=O)CSCc2cc(=O)c3ccc(C)c(C)c3[nH]2)c1	14%	19%[10.9 µM]	?	4%
O=C(CCCn1c(=O)[nH]c2ccccc2c1=O)NCc1ccccc1Cl	-20%	?	1.3%	-24%
